Screening data as filed in PubChem.
PAFAH1B3 FP inh = PAFAH1B3 enzyme inhibitors, primary screen, biochemical, fluorescence polarization, human | inhibition, % at 3.39 µM | recombinant PAFAH1B3, FP-rhodamine probe | Platelet-activating factor acetylhydrolase IB subunit alpha1 (Homo sapiens), Q15102 | actives 0.28% (n = 340,000);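 active = inhibition above the screen-wide average of all tested compounds plus 3 SD, cut at about 25% in these data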;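 also: 0% = enzyme with DMSO only and 100% = wells lacking PAFAH1B3 protein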
PAFAH2 inh = PAFAH2 enzyme inhibitors, primary screen, biochemical, fluorescence polarization, human | Platelet-activating factor acetylhydrolase 2, cytoplasmic (Homo sapiens), Q99487 | recombinant PAFAH2, FP-rhodamine activity probe | inhibition, % at 3.39 µM | actives 0.99% (n = 340,000) | AID 492956, 2010;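 active = inhibition above the mean over all tested compounds plus 3 SD, cut at about 30% in these data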;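 also: inhibitors block probe labeling of enzyme so polarization drops; 0% = enzyme with DMSO and 100% = wells lacking PAFAH2 protein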
pPAFAH inh = pPAFAH enzyme inhibitors, primary screen, biochemical, fluorescence polarization, human; actives 1.5% (n = 330,000); inhibition, % at 3.39 µM; Platelet-activating factor acetylhydrolase (Homo sapiens), Q13093; recombinant pPAFAH, FP-rhodamine probe fluorescence polarization; AID 463082, 2010;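 active = inhibition above the mean inhibition across the screen plus 3 SD, cut at about 25% in these data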;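 also: inhibitors block binding of the rhodamine activity-based probe so polarization drops; 0% = enzyme with DMSO and 100% = wells lacking pPAFAH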
Target sequence (Q13093 whole entry, looked up): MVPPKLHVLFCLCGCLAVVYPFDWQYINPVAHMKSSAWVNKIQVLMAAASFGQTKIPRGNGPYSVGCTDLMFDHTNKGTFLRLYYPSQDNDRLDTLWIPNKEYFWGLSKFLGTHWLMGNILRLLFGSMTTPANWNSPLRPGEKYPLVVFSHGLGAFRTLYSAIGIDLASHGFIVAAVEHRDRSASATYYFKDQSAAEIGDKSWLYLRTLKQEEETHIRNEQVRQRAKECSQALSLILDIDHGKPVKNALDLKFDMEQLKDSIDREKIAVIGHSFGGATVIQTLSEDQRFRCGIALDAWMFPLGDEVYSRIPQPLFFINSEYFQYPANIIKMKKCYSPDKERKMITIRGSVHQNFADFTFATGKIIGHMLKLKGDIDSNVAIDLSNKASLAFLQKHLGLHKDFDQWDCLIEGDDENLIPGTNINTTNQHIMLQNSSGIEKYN
LYPLA1 counter = LYPLA1 inhibitors, primary screen, counter-screen for PME1 inhibitor project, biochemical, fluorescence polarization, FP-Rh probe ABPP; Acyl-protein thioesterase 1 (Homo sapiens), O75608; actives 0.16% (n = 320,000); recombinant LYPLA1; inhibition, % at 5.9 µM;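 active = inhibition above the mean of all tested compounds plus 3 SD, set per campaign, cut at about 14% in these data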;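 also: inhibitors block serine hydrolase probe labeling of LYPLA1 so polarization falls; 0% = enzyme with DMSO and 100% = wells lacking LYPLA1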
Target sequence (O75608 whole entry, looked up): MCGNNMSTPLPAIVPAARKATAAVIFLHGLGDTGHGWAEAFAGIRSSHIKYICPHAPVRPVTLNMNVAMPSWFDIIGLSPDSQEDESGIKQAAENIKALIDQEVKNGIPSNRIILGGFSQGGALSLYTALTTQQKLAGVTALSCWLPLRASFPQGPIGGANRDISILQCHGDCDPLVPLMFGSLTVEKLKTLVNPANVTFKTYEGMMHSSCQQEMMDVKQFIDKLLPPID
Fam108B counter = mouse Fam108B serine hydrolase inhibitors, primary screen, counter-screen for RBBP9 inhibitor project, biochemical, fluorescence polarization | recombinant Fam108B, FP-Rh probe fluorescence polarization | inhibition, % at 9.51 µM | actives 0.33% (n = 300,000) | AID 1947, 2009;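 active = inhibition above the screen mean inhibition plus 3 SD, computed separately per campaign, cut at about 18% in these data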;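 also: inhibitors lower polarization as less probe binds the enzyme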
PAFAH1B2 FP inh = PAFAH1B2 enzyme inhibitors, primary screen, biochemical, fluorescence polarization, human; recombinant PAFAH1B2, FP-rhodamine activity probe; inhibition, % at 3.39 µM; actives 1.2% (n = 340,000); AID 492953, 2010;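 active = inhibition above the mean of all tested compounds plus 3 SD, cut at about 24% in these data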;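 also: 0% = enzyme with DMSO and 100% = wells lacking PAFAH1B2; many of its hits are not listed in these tables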
PME-1 inh = PME-1 inhibitors via competitive probe labeling, primary screen, biochemical, fluorescence polarization, FP-Rh probe, HTS. AID 2130, 2009. actives 0.53% (n = 320,000). Protein phosphatase methylesterase 1 (Homo sapiens), Q9Y570. recombinant PME-1. inhibition, % at 5.9 µM;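 active = inhibition above the campaign mean of all compounds plus 3 SD, cut at about 26% in these data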;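 also: competitive labeling of PME-1 active site by serine hydrolase directed probe; 0% = PME-1 with DMSO and 100% = wells lacking PME-1 enzyme; inhibitors block probe labeling so polarization falls and inhibition rises; many of its hits are not listed in these tables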
PAD4 FP inh = human PAD4 inhibitors, primary screen, biochemical, fluorescence polarization, 1536-well format. Protein-arginine deiminase type-4 (Homo sapiens), Q9UM07. inhibition, % at 6.36 µM. recombinant PAD4, RCA probe fluorescence polarization. actives 0.41% (n = 330,000);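 active = percent inhibition above a cutoff equal to the mean of all tested compounds plus 3 SD, cut at about 15% in these data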;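 also: 0% = PAD4 with RCA probe and DMSO and 100% = probe without PAD4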
GSTO1 counter = inhibitors of recombinant GSTO1, primary screen, counter-screen for RBBP9 inhibitor project, biochemical, fluorescence polarization; Glutathione S-transferase omega-1 (Homo sapiens), P78417; activity-based probe fluorescence polarization; inhibition, % at 5.96 µM; actives 1.1% (n = 300,000); AID 1974, 2009;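 active = inhibition above the campaign mean inhibition plus 3 SD, cut at about 35% in these data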;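 also: 0% = GSTO1-1 with DMSO and 100% = wells lacking GSTO1-1 enzyme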
Target sequence (P78417 whole entry, looked up): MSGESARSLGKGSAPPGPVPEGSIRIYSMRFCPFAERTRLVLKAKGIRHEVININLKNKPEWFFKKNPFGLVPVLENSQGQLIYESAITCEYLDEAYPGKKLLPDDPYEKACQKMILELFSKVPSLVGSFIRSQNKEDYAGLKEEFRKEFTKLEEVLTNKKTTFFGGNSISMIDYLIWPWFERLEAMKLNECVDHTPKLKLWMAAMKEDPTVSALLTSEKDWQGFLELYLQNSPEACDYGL
An asterisk follows results filed as active; x = no result given.

Each structure is followed by: PAFAH1B3 FP inh | PAFAH2 inh | pPAFAH inh | LYPLA1 counter | Fam108B counter | PAFAH1B2 FP inh | PME-1 inh | PAD4 FP inh | GSTO1 counter
O=C(Nc1ccccc1Cc1ccccc1)c1ccc2c(c1)SC1=NS(=O)(=O)CCN12
 : 4 | -7 | 1 | 0 | 3 | 0 | 2 | 4 | 2
Cc1cccc(NC(=O)c2ccc([N+](=O)[O-])s2)c1C
 : 0 | 3 | 0 | 2 | -2 | 2 | -3 | -4 | 29
COC(=O)c1nnn(-c2ccsc2C(=O)OC)c1C(=O)OC
 : 8 | 1 | 4 | -2 | 0 | 5 | 2 | 0 | 8
COC(=O)c1ccccc1OCCCCN1CC(C)OC(C)C1 (centres undefined)
 : 3 | 8 | 3 | 1 | -1 | 8 | -3 | 2 | 1
COc1ccc(OCC(=O)Nc2ccc3c(c2)nc(CCN2CCCCC2)n3C)cc1
 : 6 | 9 | -1 | -1 | -1 | 0 | -2 | -3 | 0
CC1CCCN(CC(=O)Nc2ccc(S(=O)(=O)N3CCCCCC3)cc2)C1 (centres undefined)
 : -2 | 5 | 1 | -7 | -5 | -1 | -3 | -7 | -1
COCCN(C(=O)COC(=O)/C=C/c1ccc2c(c1)OCO2)c1c(N)n(Cc2ccccc2)c(=O)[nH]c1=O
 : 3 | -7 | 0 | -1 | 1 | 1 | 1 | -4 | -4
Cc1ccc([N+](=O)[O-])cc1NC(=O)CN(C)CCOc1ccccc1
 : 10 | -1 | 4 | 4 | -2 | 7 | 7 | -5 | -4
COc1ccc(-c2[nH]ncc2N=Nc2ccccc2)cc1
 : 3 | 2 | 49* | -11 | -3 | 5 | -11 | -7 | -13
O=C(CSc1nnc(CNC(=O)c2cccs2)o1)Nc1ccc(F)cc1F
 : -1 | 8 | 5 | 0 | 4 | 3 | 1 | 2 | -3
CCN(CC)C(=O)Oc1cc(=O)n(C)c2ccccc12
 : 1 | 10 | 1 | -2 | -1 | 5 | 4 | -4 | 2
CCCCNC(=O)CSc1nc2ccsc2c(=O)n1CCCC(=O)NCCc1ccc(S(N)(=O)=O)cc1
 : 7 | 0 | 7 | -4 | 0 | 10 | 9 | -5 | -9
CCc1ccc(-c2cc(C)no2)cc1S(=O)(=O)N1CCC(C)CC1
 : 4 | 7 | 3 | -6 | 5 | 0 | -2 | 4 | 0
C[C@@H](CN=[N+]=[N-])CN1CC[C@H](O)CCC1=O
 : -1 | 6 | 5 | 0 | -2 | -3 | -6 | -2 | 3
COC(=O)c1cc(C)[nH]c2c(C)cc3nc4ccccc4c3c12
 : 11 | 7 | 0 | -8 | 5 | 2 | -5 | -1 | -8
COc1cc(/C=N/NC(=O)c2cccnc2)ccc1OC(=O)c1ccc([N+](=O)[O-])cc1
 : 9 | -3 | 4 | -1 | -2 | 6 | 6 | 3 | 17
S=C(NC1CCCCC1)N1CCc2ccccc2C1
 : 8 | 1 | 4 | 8 | 2 | -3 | -2 | -2 | 6
CSc1ccc(CN(C)C(=O)c2cc(=O)c3ccccc3o2)cc1
 : 3 | 0 | -3 | -3 | -2 | 0 | 3 | 5 | -1
COCc1c(C(=O)Nc2cccc(S(=O)(=O)N3CCCCC3)c2)oc2ccccc12
 : 1 | -20 | -5 | x | x | -6 | x | -5 | x
O=C(NCC(c1cccs1)N1CCOCC1)c1cccc([N+](=O)[O-])c1 (centres undefined)
 : -2 | 3 | 3 | 1 | -2 | 5 | -4 | 7 | 1
COc1ccccc1CNC(=O)CCS(=O)(=O)c1ccc(Cl)cc1
 : 4 | 0 | -8 | -4 | -3 | 2 | -6 | 0 | 1
COc1cc(OC)c2c(-c3cccc(-c4sccc4C(C)=O)c3)cc(=O)oc2c1
 : -2 | -5 | 4 | x | x | 0 | x | 1 | x
Cc1cc(F)ccc1NCC(=O)Nc1ccc(Br)cc1C
 : -1 | -1 | 4 | 0 | 0 | 1 | 3 | -3 | 6
C#Cc1ccc(C(=O)NCc2ccc(N3CCCC3=O)cc2)cc1
 : 2 | 15 | 4 | -3 | 5 | 6 | -2 | 2 | 3
Cc1c(Cl)cccc1N1C(=O)c2ccccc2C1=O
 : -5 | -10 | 2 | 1 | 3 | 0 | 2 | 0 | 2
COc1ccc(-c2nn(CC(=O)N(C)C)c(=O)c3ccccc23)cc1
 : 1 | 4 | 0 | 2 | -2 | -3 | 2 | -5 | -9
CSc1nnc(-c2ccncc2)n1/N=C/c1cn(-c2ccccc2)nc1-c1ccc(Cl)cc1
 : 22 | -1 | 2 | 5 | -7 | -5 | 6 | -3 | 5
CCN(CC(=O)NC(C)C)C(=O)C(CCSC)NC(=O)c1ccccc1OC (centres undefined)
 : 8 | -5 | 2 | 4 | -2 | 1 | 0 | -2 | 1
CCCC(=O)Nc1ccc(Nc2ccccc2)cc1
 : -14 | 4 | 4 | 6 | 3 | -3 | 3 | -7 | 3
COc1cccc(C(C(=O)NC2CCCCC2)N(C(=O)CNC(=O)c2ccco2)c2cccnc2)c1 (centres undefined)
 : 7 | -6 | 6 | 1 | -3 | -2 | 1 | -3 | 7
O=C(CN(C(=O)c1csnn1)c1cccc(Cl)c1)NC1CCCC1
 : -3 | -9 | 0 | -1 | 4 | 0 | -5 | 0 | 3
COc1ccccc1NC(=O)CSc1nc2ccccc2c(=O)n1C
 : 7 | 1 | 3 | 2 | 1 | -2 | 4 | -3 | -3
COc1cccc(C(=O)Nc2cc(C)on2)c1OC
 : 4 | 6 | 2 | 2 | 1 | 0 | 0 | -3 | 8
C=CCOc1ccc(C2C(C#N)=C(N)N(N(C)C)C3=C2C(=O)CCC3)cc1 (centres undefined)
 : 6 | 8 | 3 | -4 | 0 | 0 | 0 | -2 | -3
O=C(Nc1ccc(F)cc1)Nc1ccc([N+](=O)[O-])cn1
 : -4 | -7 | -1 | -2 | -6 | 6 | -1 | 1 | -5
CC(C)c1nnc(NC(=O)CCC(=O)NC2CC2)s1
 : 6 | -6 | 3 | -2 | -2 | 5 | 5 | -1 | -1
COC(=O)Cc1ccc(NC(=S)N2CCCC(CO)C2)cc1 (centres undefined)
 : 5 | -8 | 4 | -3 | -1 | 0 | 5 | 4 | -2
O=C(O)CC(NC(=O)OCc1ccccc1)c1ccccc1 (centres undefined)
 : -3 | -1 | 3 | 1 | -5 | 7 | 0 | 4 | 0
COC(=O)c1ccc(/C=N/NC(=O)c2ccc3nc[nH]c3c2)cc1
 : -1 | 7 | -1 | -2 | -2 | 1 | -1 | -4 | -12
CCOc1ccc(S(=O)(=O)Nc2cccc(C)c2)c2cccnc12
 : 4 | 2 | 8 | -3 | 1 | 5 | -2 | -5 | -5
CN1C(=O)N(CC(=O)N2CCN(S(=O)(=O)c3ccc(Cl)s3)CC2)C(=O)C12CCCCC2
 : 6 | -6 | 0 | -1 | x | 7 | 22 | -6 | x
CCN(CC)c1ccc(-c2n[nH]c(=S)n2-c2ccccc2)cc1
 : 6 | 6 | 3 | 0 | 7 | 3 | -5 | -1 | -1
CCOP(=O)(OCC)C(NC(=O)c1cccs1)c1ccccc1 (centres undefined)
 : 6 | 2 | -2 | 0 | -1 | 4 | -2 | 1 | 5
CN1C(C(=O)Nc2cccc(O)c2)=CC(c2ccco2)=NS1(=O)=O
 : 9 | -9 | 0 | -4 | 3 | 12 | 4 | 2 | 11
O=C(C[n+]1ccccc1)N/N=C/c1cc(Br)ccc1O
 : 0 | -1 | 6 | -1 | 10 | 2 | -1 | 0 | 4
O=C(O)c1cc(S(=O)(=O)Nc2cccc(Oc3ccccc3)c2)ccc1Br
 : -2 | 14 | -6 | 2 | -2 | 10 | -3 | 0 | -1
O=C(NNC(=O)c1ccccc1Br)c1cccc(Cl)c1
 : 8 | 4 | 0 | -1 | 4 | 0 | 2 | -3 | 2
CCN1CCN(c2ccc(S(=O)(=O)N3CCOCC3)cc2NC(=O)/C=C/c2ccc([N+](=O)[O-])cc2)CC1
 : 6 | 0 | 6 | -2 | 1 | -7 | 1 | -6 | -14
Cc1ccc(NC(=O)C2CCCO2)cc1[N+](=O)[O-] (centres undefined)
 : 1 | -2 | 4 | 1 | -3 | -3 | 1 | -1 | 9
CCCNC(=O)NC(=O)CSc1cccc(C(F)(F)F)c1
 : 4 | -4 | 5 | -4 | -3 | -1 | 5 | 2 | 15
COc1ccc2c(C)cc(SCC(=O)Nc3ncc(Cl)cc3Cl)nc2c1
 : 3 | -3 | -3 | 0 | 3 | -3 | 0 | 2 | 6
Cc1cc2cc(CNS(=O)(=O)N(C)C)ccc2[nH]1
 : -1 | 7 | 3 | -1 | -1 | 3 | -1 | -4 | 6
COc1cccc(CNC(=O)c2cccc(NC(=O)C3=C(C)OCCS3)c2)c1
 : 9 | 1 | 7 | -4 | -5 | 4 | 2 | -2 | 2
Cc1cccc(OCc2nnc(SCC(=O)NC3CCCC3)n2C)c1
 : -7 | -10 | 3 | -1 | -1 | 6 | -1 | -1 | 4
Cc1ccc(C(=O)Nc2nc(=O)n(C(=O)C3CC3)s2)cc1
 : 9 | -3 | 9 | 2 | 6 | 5 | 0 | 0 | -11
Cc1cccc(NC(=O)CNC(=O)Cc2ccc(S(=O)(=O)N3CCOCC3)s2)c1C
 : 5 | -6 | 7 | 0 | x | 3 | 5 | 3 | x
CCOc1ccc(NC(=O)C[n+]2ccccc2)cc1
 : 1 | 0 | 4 | -5 | 4 | -5 | 6 | -4 | 6
Nc1cc(C(F)(F)F)ccc1OCC1CCCO1 (centres undefined)
 : 4 | 10 | 1 | 1 | 1 | 3 | 1 | -2 | 3
N#CCCn1cc(C=O)c(-c2cccs2)n1
 : 15 | 2 | -1 | 5 | -4 | 4 | 2 | -2 | 8
COc1ccc(NC(=O)/C(=C/c2ccc3c(c2)OCO3)NC(C)=O)cc1
 : 2 | 2 | 2 | 1 | 0 | -4 | -3 | -6 | -2

Next part:
Each structure is followed by: PAFAH1B3 FP inh | PAFAH2 inh | pPAFAH inh | LYPLA1 counter | Fam108B counter | PAFAH1B2 FP inh | PME-1 inh | PAD4 FP inh | GSTO1 counter
COc1cc(C2CC(=O)N(CC(=O)NCc3ccco3)c3ccccc3S2)cc(OC)c1OC (centres undefined)
 : 16 | 7 | 4 | -1 | 1 | 2 | 8 | -4 | 1
O=C(Nc1nnc(Cc2ccccc2F)s1)Nc1ccccc1F
 : -4 | 0 | -6 | -4 | -8 | -3 | -5 | -5 | 6
COc1ccc(/C=C/C(=O)OCC(=O)NC2CC2)c(OC)c1
 : 10 | 83* | 4 | x | x | 1 | x | -2 | x
Cn1c(=O)c2[nH]c(CN3CCN(Cc4ccccc4)CC3)nc2n(C)c1=O
 : -2 | -3 | 6 | 7 | -1 | -2 | 4 | -2 | -4
COCCCN(C(=S)NC(=O)C(C)(C)C)c1c(N)n(Cc2ccccc2)c(=O)[nH]c1=O
 : -5 | -7 | 3 | 5 | 0 | 0 | 3 | 1 | 5

These rows are one share of the data. The share of hits here may be higher or lower than overall.
